NCI-60 one-dose screen, 48 h, at 10 µM unless noted. Numbers give growth in % (100 = growth as untreated, 0 = no growth, -100 = all killed).
SF-295 = SF-295 CNS cancer cells. 79,000 tested, 5.6% active
UO-31 = UO-31 renal cancer | 81,000 tested, 5.2% active | AID 1794768
786-0 = 786-0 renal cancer cells | AID 1794775 | 81,000 tested, 5.1% active
TK-10 = TK-10 renal cancer cells. 81,000 tested, 3.9% active. AID 1794769
U251 = U251 CNS tumor cells. 80,000 tested, 5.4% active
SF-539 = SF-539 CNS cancer; AID 1794752; 81,000 tested, 6.8% active
SN12C = SN12C renal cancer cells; 81,000 tested, 3.8% active; AID 1794767
DU-145 = DU-145 prostate cancer; 81,000 tested, 4.2% active; AID 1794760
PC-3 = PC-3 prostate cancer cells; 80,000 tested, 3.9% active; AID 1794754
The depositor's hits bear a star; . = not tested or not shown; & = joins results of further samples; [ ] = another dose, or the depositor's remark. The calls were made as follows: active = growth percent below 10; inactive = the rest.

SMILES	SF-295	UO-31	786-0	TK-10	U251	SF-539	SN12C	DU-145	PC-3
O=C1OC=N/C1=C/c1ccccc1	101	87	112	105	98	106	108	120	101
Cc1ccc(-[n+]2c3cc(N)c(C)cc3nc3cc(C)c(Nc4ccccc4)cc32)cc1	-39*	-87*	-93*	-18*	-75*	-77*	-71*	-79*	-29*
CCOC(=O)c1cc(Cl)c2c(ccc3ccccc32)n1	.	96	116	135	100	115	103	122	97
N#Cc1cnc2c(C#N)c(Nc3ccccc3)nn2c1-c1ccccc1	95	82	95	.	93	97	99	103	96
C[C@@H](C[C@H](CCOC(=O)N(C)C)c1ccccc1)c1csc2ccccc12	95	76	91	99	93	96	87	100	65
CCN(CC)CC(O)CNc1ccnc2c(Cl)ccc(Cl)c12 (stereo not drawn)	99	60	111	102	105	106	94	113	93
C=CCc1c(C)nc(NC(C)=O)[nH]c1=O	103	92	105	118	105	100	106	104	94
OCCN1CCC(CCCC2CCNCC2)CC1	99	105	103	118	108	107	100	120	95
CCCN1C=C/C(=C\C(=O)n2ccc3ccccc32)c2ccccc21	83	53	103	105	90	88	84	88	74
CC[C@H](CC[C@@H](C)[C@H]1CC[C@H]2[C@@H]3CC(=O)C4=CC(=O)/C(=C/c5ccc(Br)cc5)C[C@]4(C)[C@H]3CC[C@]12C)C(C)C	100	87	103	105	102	94	101	112	104
COc1ccc2cc(C(C)C(=O)N=C(N)N)ccc2c1 (stereo not drawn)	108	95	100	110	99	100	121	114	95
O=C1COc2cccnc2N1	112	97	95	115	109	98	110	125	107
Clc1cccc(Cl)c1C[N+]12CN3CN(CN(C3)C1)C2	96	87	96	111	97	98	99	107	87
COc1ccc(S(=O)(=O)N(Cc2ccc3c(n2)C=CC(C)(C)O3)C2CCC2)cc1OC	-43*	-10*	-27*	-8.7*	0.4*	0.5*	6.9*	-8.1*	-3.0*
CCN(CC)CCCCNc1c2ccccc2[n+](C)c2c1[nH]c1ccccc12	-47*	22	-7.1*	-12*	0.2*	-41*	-2.4*	-0.2*	.
Cc1nnc(Oc2ccc(NC(=O)Nc3ccc(Cl)cc3)cc2)c2ccccc12	92	51	84	85	60	84	79	81	39
CCOc1ccc(/C=N/NC(N)=S)cc1OCC	102	97	106	105	105	94	99	107	90
CC(=O)CCn1c(=S)sc2ccccc21	109	79	107	116	95	106	96	.	90
CC(=O)SCC(=O)Nc1ccc(Cl)cc1	88	99	102	110	92	101	94	103	81
c1csc(Cn2c(-c3cccs3)nc3ccccc32)c1	.	69	104	106	90	93	95	112	72
N=C(c1ccccc1)c1ccccc1C(=O)c1ccccc1	98	70	99	99	96	100	103	.	94
Cc1ccc(-c2nn(-c3ccccc3)cc2/C=C/C(=O)O)cc1	89	55	99	104	91	86	95	103	80
COc1ccc(NC(=O)COc2ccc(/C=C3/C(=O)Nc4ccc(Cl)cc43)cc2)cc1	109	96	102	107	105	100	107	106	113
CCCCSc1nc(Nc2ccc(S(N)(=O)=O)cc2)c(C#N)c(-c2cc(OC)c(OC)c(OC)c2)n1	24	12	57	82	43	38	23	54	17
CCCCCCCCCCCC(=O)NN	102	71	105	98	90	99	95	104	89
COc1ccc(OC)c(-c2nc3sc(-c4c[nH]c5ccccc45)nn3c2C=O)c1	100	80	91	92	91	92	100	93	83
CC(N1CCN(C)CC1)C(O)(c1ccccc1)C1CCCCC1 (stereo not drawn)	90	76	83	85	94	95	.	106	80
C=C1c2c(C)nn(-c3ccc(N)cc3)c2N(C)C23CC1C1(C)c4c(C)nn(-c5ccc(N)cc5)c4N(C)C(C)(CC12)C3 (stereo not drawn)	53	51	81	76	79	100	89	81	53
O=C(O)CCCC1CCc2ccccc2C1 (stereo not drawn)	112	82	113	108	105	123	97	124	111
CC(C)CSc1nc(NNC(N)=S)c(C#N)c(-c2ccccc2)n1	93	78	97	115	108	98	99	101	98

Taken from the listing, three compounds:
SMILES	SF-295	UO-31	786-0	TK-10	U251	SF-539	SN12C	DU-145	PC-3
C=C1c2c(C)nn(-c3ccc(N)cc3)c2N(C)C23CC1C1(C)c4c(C)nn(-c5ccc(N)cc5)c4N(C)C(C)(CC12)C3 (stereo not drawn)	53	51	81	76	79	100	89	81	53
O=C(O)CCCC1CCc2ccccc2C1 (stereo not drawn)	112	82	113	108	105	123	97	124	111
CC(C)CSc1nc(NNC(N)=S)c(C#N)c(-c2ccccc2)n1	93	78	97	115	108	98	99	101	98

Going on with the list.
SMILES	SF-295	UO-31	786-0	TK-10	U251	SF-539	SN12C	DU-145	PC-3
O=c1c2c3c(sc2nc(SC2CCCC2)n1-c1ccc([N+](=O)[O-])cc1)CCCCC3	95	72	101	100	83	101	67	96	90
COc1ccc(/C=C/C(=O)c2nnn(-c3ccc(Br)cc3)c2C)cc1OC	80	67	94	95	87	84	80	73	75
Cc1cc(C)c(O)c(Cc2cc(Cl)cc(Cc3cc(C)cc(C)c3O)c2O)c1	108	101	95	105	99	105	97	115	96
C=C(C)[C@@H]1CC[C@]2(C(=O)N3CCN(C)CC3)CC[C@]3(C)[C@H](CC[C@@H]4[C@@]5(C)C/C(=C/c6ccncc6)[C@H](O)C(C)(C)[C@@H]5CC[C@]43C)[C@@H]12	-54*[100 µM]	-61*[100 µM]	-91*[100 µM]	22[100 µM]	-70*[100 µM]	-72*[100 µM]	-44*[100 µM]	-12*[100 µM]	-20*[100 µM]
Cc1cc(C)c2c(n1)sc1c(Nc3[nH]nc4ncccc34)ncnc12	93	91	109	115	103	94	94	104	.
O=C1NC(=S)NC(=O)C1=Cc1ccc(OCC(=O)N2CCCCC2)cc1	98	85	97	99	91	95	101	107	109
O=C1c2ccccc2C(O)(c2ccccc2)N1c1ccc([N+](=O)[O-])cc1Cl (stereo not drawn)	96&102	78&74	96&101	118&100	101&104	92&105	86&88	110&108	81&85
N#Cc1ccc(-c2ccc(-c3cccs3)s2)nc1	104	90	98	127	98	106	97	97	109
COc1ccc2c(O)c(/C=C3\N=Nc4ccccc43)oc2c1C[C@@H]1CCNC[C@H]1F	79	50	-63*	84	10	-83*	68	79	68
COc1cc(/C=C2\C(=N)N=C(SCc3nc4ccccc4[nH]3)NC2=O)cc(OC)c1OC	102	74	109	147	105	103	95	116	122
Cc1nn(-c2nc3ccccc3[nH]2)c2c1C(c1ccc(OCc3ccccc3Cl)cc1)CC(=O)N2 (stereo not drawn)	67	62	88	94	67	79	79	109	55
O=C(Nc1ccccc1O)c1ccc(NS(=O)(=O)c2cccc3cccnc23)cc1	63	21	72	.	46	41	61	49	59
O=C(/C=C/c1cnc[nH]1)N1CCc2ccc([N+](=O)[O-])cc2C1	103	92	103	102	100	90	94	109	98
CC/C(Br)=C(\Br)Cn1cnc2c(Cl)ncnc21	112	94	101	102	97	99	95	108	90
Nc1ccccc1-c1ccc(-c2ccc(O)cc2)c2c1[nH]c1ccccc12	64	35	52	92	56	69	63	62	22

Random excerpt: two records from the list, in no set order.
SMILES	SF-295	UO-31	786-0	TK-10	U251	SF-539	SN12C	DU-145	PC-3
O=C(Nc1ccccc1O)c1ccc(NS(=O)(=O)c2cccc3cccnc23)cc1	63	21	72	.	46	41	61	49	59
N#Cc1ccc(-c2ccc(-c3cccs3)s2)nc1	104	90	98	127	98	106	97	97	109

Single entries from the entries so far:
For SN12C, COc1ccc2c(O)c(/C=C3\N=Nc4ccccc43)oc2c1C[C@@H]1CCNC[C@H]1F is listed with 68
For SF-539, N#Cc1ccc(-c2ccc(-c3cccs3)s2)nc1 is listed with 106
For DU-145, C=C(C)[C@@H]1CC[C@]2(C(=O)N3CCN(C)CC3)CC[C@]3(C)[C@H](CC[C@@H]4[C@@]5(C)C/C(=C/c6ccncc6)[C@H](O)C(C)(C)[C@@H]5CC[C@]43C)[C@@H]12 is listed with -12*[100 µM]
For UO-31, O=C1c2ccccc2C(O)(c2ccccc2)N1c1ccc([N+](=O)[O-])cc1Cl (stereo not drawn) is listed with 78&74

More compounds follow.
SMILES	SF-295	UO-31	786-0	TK-10	U251	SF-539	SN12C	DU-145	PC-3
CCn1c(N/N=C\c2ccc(F)cc2)nc2c1c(=O)n(C)c(=O)n2C	100	87	97	130	99	99	96	111	92
O=C(CSc1nnc(COc2cnc3ccccc3n2)o1)Nc1ccccc1Cl	99	86	107	138	98	102	102	113	102
Cc1nc2ccc(OCc3cn(Cc4ccccc4)nn3)cc2c(=O)n1CC(=O)NO	97	88	102	98	95	110	109	109	101
NC(CSC(c1ccccc1)(c1ccccc1)c1ccc2c(c1)OCO2)C(=O)O (stereo not drawn)	-28*	53	51	70	-7.2*	13	37	-26*	19
O=C(N/N=C/c1ccc(F)cc1)c1ccccc1Nc1cccc(C(F)(F)F)c1	121	94	96	130	100	109	102	97	96
C#CCOc1cc(/C=N/Nc2nc(-c3ccc(Br)cc3)cs2)ccc1O	70	67	90	87	64	85	77	92	65
Cc1ccc(-c2cc(-c3nnc(/C=C/c4ccc5c(c4)OCO5)o3)[nH]n2)cc1C	.	82	115	132	104	102	102	108	99
O=C1C=C[C@]2(C[C@@H](c3cccc(C(F)(F)F)c3)O[C@@H](c3cccc(C(F)(F)F)c3)O2)O1	46	-77*	-89*	-86*	29	-70*	0.6*	29	7.2*
CC(C)N=C(N)/N=C(/N)Nc1ccc(Cl)cc1	97	59	89	92	91	98	85	102	80
Cc1ccc(OCC(=O)Nc2ccc(N3CCN(C(=O)c4ccco4)CC3)cc2)cc1	54	85	99	107	.	104	104	107	89
CCOC(=O)c1[nH]cc(-c2ccccc2)c1-c1cc(OC)c2c(c1OC)OCO2	106	87	93	104	97	99	99	105	97
O=C(Nc1nc(-c2ccccc2Cl)cs1)c1cc(-c2ccc(Cl)cc2)nc2ccccc12	82	60	89	114	97	101	91	100	85
COc1ccc2c(c1)c(-c1nc(-c3ccsc3)cs1)cn2C	100	105	96	113	98	98	104	103	.
COc1ccc(Cn2cncc2-c2c[nH]c3ccccc23)cc1	80	54	.	135	95	93	87	105	81
O=C(O)CNC(=O)CN1C(=O)c2ccccc2C1=O	103	86	98	104	97	107	99	120	84

5 entries out of the list, sorted by molar mass, largest number first.
SMILES	SF-295	UO-31	786-0	TK-10	U251	SF-539	SN12C	DU-145	PC-3
O=C(Nc1nc(-c2ccccc2Cl)cs1)c1cc(-c2ccc(Cl)cc2)nc2ccccc12	82	60	89	114	97	101	91	100	85
C#CCOc1cc(/C=N/Nc2nc(-c3ccc(Br)cc3)cs2)ccc1O	70	67	90	87	64	85	77	92	65
CCOC(=O)c1[nH]cc(-c2ccccc2)c1-c1cc(OC)c2c(c1OC)OCO2	106	87	93	104	97	99	99	105	97
O=C(O)CNC(=O)CN1C(=O)c2ccccc2C1=O	103	86	98	104	97	107	99	120	84
CC(C)N=C(N)/N=C(/N)Nc1ccc(Cl)cc1	97	59	89	92	91	98	85	102	80

Assay outcomes deposited in PubChem by NCI.
